IEC-6 tox: cytotoxicity in IEC-6 intestinal epithelial cells, primary screen, cytotoxicity control for KLF5 inhibitor project, cell-based, luminescence. AID 1825, 2009. inhibition, % at 5 µM. IEC-6 cytotoxicity, luminescence viability. hit rate 0.78% among 290,000; in the data active = inhibition above about 22%;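 also: 0% = plate median of test compound wells and 100% = cytotoxic reference compound wells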
HSP90 refold inh: HSP90 inhibitors, primary screen, cell lysate, luminescence | inhibition, % at 5.6 µM | hit rate 0.91% among 290,000 | Rabbit reticulocyte lysate, luciferase refolding luminescence, 3 h | AID 1789, 2009;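 active = inhibition above the screen-wide mean plus 3 SD, computed separately per campaign, cut at about 16% in these data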;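 also: 0% = DMSO wells and 100% = 60 µM geldanamycin wells; inhibitors lower the luminescence because luciferase stays unfolded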
Dyrk1A ADPGlo: rat Dyrk1A kinase inhibitors, primary screen, biochemical, single point, plate reader | ADP-Glo luminescence, NFATc1 peptide | inhibition, % at 12.5 µM | Dual specificity tyrosine-phosphorylation-regulated kinase 1A (Rattus norvegicus), Q63470 | hit rate 0.43% among 310,000; in the data active = inhibition above about 50%;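 also: plate controls were vehicle with enzyme for no effect and no enzyme for full effect; many of its hits are not listed in these tables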
GSK3B inh: human GSK3beta kinase inhibitors, primary screen, biochemical, cell-free homogeneous, HTS | Glycogen synthase kinase-3 beta (Homo sapiens), P49841 | GST-GSK3beta kinase, ADP-Glo luminescence, 60 min; hits give low values | activity score (negative = inhibition), % at 10 µM | hit rate 0.038% among 300,000;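 active = more than half of replicate wells score below -50%, meaning over 50% inhibition versus plate controls; inconclusive = some replicates but at most half score below -50%; inactive = no replicate scores below -50%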;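 also: 0% = median DMSO wells and -100% = median GW8510 positive control wells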
Target sequence (P49841 whole entry, looked up): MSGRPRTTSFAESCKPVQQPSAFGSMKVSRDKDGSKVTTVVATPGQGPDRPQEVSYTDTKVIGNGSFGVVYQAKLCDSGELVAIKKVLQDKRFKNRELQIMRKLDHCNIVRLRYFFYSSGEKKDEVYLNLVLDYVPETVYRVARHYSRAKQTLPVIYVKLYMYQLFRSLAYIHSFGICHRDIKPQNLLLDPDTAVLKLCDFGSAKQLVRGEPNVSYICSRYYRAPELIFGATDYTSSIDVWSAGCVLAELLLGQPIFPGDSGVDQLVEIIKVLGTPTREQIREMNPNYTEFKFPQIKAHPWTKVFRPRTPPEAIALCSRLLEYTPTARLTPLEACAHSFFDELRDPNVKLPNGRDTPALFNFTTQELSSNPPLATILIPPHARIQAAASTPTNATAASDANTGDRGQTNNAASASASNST
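Test system – GST-tagged human GSK3beta kinase, cell-free · Incubation – 60 min enzyme reaction, room temperature · Signal – ADP-Glo luminescence · Also added – peptide substrate and ATP at 25 µM · Controls – DMSO neutral wells and GW8510 at 20 µM as positive · Buffer or medium – Tris/MgCl2 kinase buffer · Measure – Luminescence-derived activity versus plate DMSO and GW8510 wells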
GSK3 alpha inh: blockers of GSK3A enzyme activity – biochemical, luminescence, cell-free homogeneous, HTS, primary screen; GSK-3 alpha kinase, ADP-Glo luminescence, 60 min; Glycogen synthase kinase-3 alpha (Homo sapiens), P49840; hit rate 0.1% among 320,000; inhibition, % at 10 µM;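 in the data active = inhibition above about 50%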;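 also: GST-tagged GSK-3 alpha with peptide substrate and 25 µM ATP; 0% = DMSO neutral wells and 100% = GW8510 positive control wells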
Target sequence (P49840 whole entry, looked up): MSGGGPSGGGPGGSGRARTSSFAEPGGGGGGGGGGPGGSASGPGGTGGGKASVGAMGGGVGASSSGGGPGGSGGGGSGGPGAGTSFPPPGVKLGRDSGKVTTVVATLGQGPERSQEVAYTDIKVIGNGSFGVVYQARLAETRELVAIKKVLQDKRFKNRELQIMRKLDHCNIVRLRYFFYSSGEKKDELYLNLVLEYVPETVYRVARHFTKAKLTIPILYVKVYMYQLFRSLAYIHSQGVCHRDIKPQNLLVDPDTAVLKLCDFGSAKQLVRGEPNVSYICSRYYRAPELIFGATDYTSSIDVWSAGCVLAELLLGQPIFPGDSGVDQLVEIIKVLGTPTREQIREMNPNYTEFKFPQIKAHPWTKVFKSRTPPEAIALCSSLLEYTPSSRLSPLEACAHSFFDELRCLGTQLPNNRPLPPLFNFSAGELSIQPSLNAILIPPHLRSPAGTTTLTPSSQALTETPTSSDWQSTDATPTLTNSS
KLF5 inh: KLF5 expression inhibitors, primary screen, DLD-1 cells, luminescence | DLD-1 KLF5 promoter-luciferase reporter | hit rate 0.23% among 290,000 | AID 1700, 2009 | inhibition, % at 5 µM;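 active = inhibition above a per-plate limit of that plate's mean compound inhibition plus 3 SD, cut at about 60% in these data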;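 also: 0% = DMSO wells and 100% = LY294002 at 200 µM; higher means less KLF5 promoter-driven luciferase light; inactives centre near -14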
HSF1 activator: HSF-1 activators, primary screen, NIH3T3-HGL cells, MG132 stress, luminescence, single point; NIH3T3-HGL HSF-1 luciferase reporter, 8 h; 100% = twice DMSO control signal; activation, % at 9 µM; hit rate 1.7% among 300,000; AID 504408, 2011;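 active = mean replicate activation of at least 50% with a set share of replicates each reaching 50%; inconclusive = only one of those two conditions met; inactive = mean below 50% and too few replicates reaching it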;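 also: 0% = median of the neutral control wells and 100% = twice that signal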
Platelet DG rel: inhibitors of platelet dense granule secretion, primary screen, cell-based, MLPCN, human platelets; hit rate 0.22% among 300,000; human platelet-rich plasma, SFLLRN dense granule ATP release, luminescence; AID 1663, 2009; inhibition, %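 (compounds screened at 7.5 µM in platelet-rich plasma)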;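 active = mean replicate score, as percent of positive control, at or above 50; inconclusive = mean below 50 but at least one replicate at or above 50; inactive = mean and every replicate below 50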
aSyn 5UTR inh: MLPCN primary screen, SNCA 5' untranslated region; hit rate 0.82% among 300,000; alpha-synuclein 5'UTR reporter, inhibitor activity; inhibition, % (tested at 7.5 µM); in the data active = inhibition above about 60%; inconclusive = no clear call, values can overlap the other calls;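 also: H4 neuroglioblastoma cells stably carrying SNCA 5'UTR luciferase fusion; 0% = DMSO wells and 100% = positive control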
HSF1 inhib: HSF1 inhibitors in luciferase reporter cells, primary screen, cell-based, NIH3T3, luminescence. activity change, negative = inhibition, % at 7.5 µM (by protocol). AID 2098, 2009. hit rate 0.77% among 300,000. NIH3T3-HGL HSE-luciferase, MG132-induced, luminescence 8 h; hits give low values;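 active = more than half of replicate wells show activity change below -50%, luminescence cut by over half; inconclusive = some wells, but at most half, below -50%; inactive = no replicate well below -50%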;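 also: luciferase reports HSF-1 transcriptional activity via heat shock element; 0% = median of DMSO wells and -100% = zero luminescence signal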
The depositor's hits bear a star; u = inconclusive; x = not tested or not shown.

canonical_smiles,IEC-6 tox,HSP90 refold inh,Dyrk1A ADPGlo,GSK3B inh,GSK3 alpha inh,KLF5 inh,HSF1 activator,Platelet DG rel,aSyn 5UTR inh,HSF1 inhib
CCN(CC(=O)Nc1c(F)cccc1F)C(=O)/C=C/c1cn(Cc2ccccc2)nc1-c1cccnc1,-3,-2,3,3,-3,-6,0,0,-19,4
O=C(COC(=O)/C=C/c1ccc(C(F)(F)F)cc1)NCCC1=CCCCC1,-4,-2,1,5,-2,-29,4,6,-1,-1
CCC(=O)c1cc2c(C)cc(=O)oc2c(C)c1O,4,1,x,7,3,6,-5,-8,18,-5
COc1ccc(C(O)Cn2c(=N)n(CCCN(C)C)c3ccccc32)cc1 (stereo unspecified),5,4,-13,-3,2,6,-42,6,-16,-26
N/C(CC(=O)NCCOc1ccccc1)=N\O,-5,1,0,4,-3,-9,-5,-1,-8,-4
O=C(CCCN1C(=O)/C(=C/c2cccs2)SC1=S)NNC(=O)c1ccc(F)cc1,-5,0,-4,1,-2,0,41,18,23,-1
Nc1nc(C23CC4CCC(CC(C4)C2)C3)cs1,9,4,4,0,x,-14,3,0,-1,-4
Cc1ccc2[nH]cc(C(=O)CN3CCOCC3)c2c1,1,0,5,-2,0,-21,-7,-3,-24,0
COc1ccc(CN(C(=O)c2cc3ccccc3oc2=O)C2CCS(=O)(=O)C2)cc1OC (stereo unspecified),-5,1,0,-1,0,-84,56*,-7,-115,23
COc1cc(NC(=O)C2CCN(S(=O)(=O)c3cccc4nonc34)CC2)cc(OC)c1,1,0,-3,2,0,-28,-13,-44,-1,8
Cc1cc(C)nc(N/N=C2/CCSc3ccc(F)cc32)n1,2,-3,9,-1,0,3,18,-6,0,6
CCN1CCN(C(=O)C2=C(C(=O)O)CCCC2)CC1,0,1,-2,0,1,-35,-5,-13,7,-7
Cn1c(=O)c(-c2ccccc2)c(O)c2ccccc21,-4,1,-96,2,1,-19,1,-7,3,-1
Cn1c(CN2CCCC(C(=O)c3ccc4c(c3)OCO4)C2)nc2ccccc21 (stereo unspecified),-3,1,2,2,-1,6,25,-14,-2,11
CC1CCc2c(sc3ncnc(NCCCOC(C)C)c23)C1 (stereo unspecified),-1,2,47,2,26,-35,14,1,-5,9
Cc1cnc(NC(=O)Nc2ccccc2)c(C)n1,6,2,1,0,-3,-26,11,-1,-10,4
COc1ccc(NC(=O)CN(C)C(=O)CCSc2ccc(C)cc2)cc1,x,x,1,0,1,x,20,0,-4,15
CCOc1ccc(C(=O)c2cc([N+](=O)[O-])ccc2Cl)cc1,2,1,5,1,x,2,-14,3,10,2
O=C(COc1ccccc1C(=O)NCC1CCCO1)Nc1ccc(Br)cc1 (stereo unspecified),2,4,x,2,1,10,11,6,-26,0
CN(C)S(=O)(=O)c1ccc(C(=O)Nc2ccccc2SCCC#N)cc1,-3,1,2,0,0,-15,-4,5,-3,5
c1cc2nc(C34CC5CC(CC(C5)C3)C4)[nH]c2cn1,1,2,6,1,5,-11,0,0,-7,-6
O=C(O/N=C\c1ccc(N2CCCCC2)c([N+](=O)[O-])c1)c1cccc(Cl)c1,-7,-2,-2,2,x,-17,-6,-3,-8,2
Cc1ccc(C(=O)N/C(=C\c2ccc(-c3cccc([N+](=O)[O-])c3)o2)C(=O)NCCCN2CCOCC2)cc1,2,6,x,-3,4,-19,-17,-13,17,-3
COc1ccc(OC(C)C(=O)NC2CCCCCCC2)cc1 (stereo unspecified),-2,-1,-5,1,4,-10,0,-11,6,-2
CCCCN(CC)CCNC(=O)c1cc2c(=O)[nH]c3ccc(C)cc3c2s1,6,-2,20,-3,9,-21,-10,-1,-26,-3
COCC1CCN(C(=O)c2oc3c(F)cccc3c2C)C1 (stereo unspecified),2,-1,x,-4,-1,-15,7,-6,-22,1
O=C(O)c1cc(-c2ccc3ccccc3n2)nc2ccccc12,8,10,-2,0,-5,-5,20,8,17,1
CS(=O)(=O)N(CCc1ccccc1)CC(=O)Nc1ccccc1,3,0,-6,0,0,-13,-5,18,10,1
Cc1ccccc1NC(=O)CSCC(=O)Nc1ccccc1C,3,1,-4,-1,-1,-35,12,-8,15,3
COc1ccc(-c2nc(-c3ccccn3)ncc2S(C)(=O)=O)cc1,2,2,-3,2,x,-11,-4,2,14,-5

Other structures follow:
canonical_smiles,IEC-6 tox,HSP90 refold inh,Dyrk1A ADPGlo,GSK3B inh,GSK3 alpha inh,KLF5 inh,HSF1 activator,Platelet DG rel,aSyn 5UTR inh,HSF1 inhib
CCCOc1ccc([C@@H]2C3CN(C(=O)OCC)CC=C3C(C#N)=C(N)C2(C#N)C#N)cc1OC (stereo partly specified),-5,1,0,-3,0,-17,-6,7,18,-2
c1ccc(OCCn2c(-c3ccco3)nc3ccccc32)cc1,-5,-1,10,0,0,-35,11,5,-51,-4
COc1ccc(S(=O)(=O)N2CCOC23CCN(S(C)(=O)=O)CC3)cc1,x,x,0,0,0,x,7,0,2,-1
O=C1COc2ccc(C(=O)CSc3nnc(Cc4cccs4)n3-c3ccc(Cl)cc3)cc2N1,-6,1,-4,0,x,-5,-14,-1,20,-1
CCCCCCn1c(=O)[nH]c2nc3cc(N)c(C)cc3nc2c1=O,-11,6,4,x,x,1,x,x,x,x
COc1cccc(NC(=O)N2CCCC2C(=O)NCc2ccccc2F)c1 (stereo unspecified),-7,-2,-2,-4,-1,-6,-4,1,-7,-4
OCC(O)CSc1nc(-c2ccccc2)nc2c1CCC2 (stereo unspecified),-2,1,9,1,-1,2,0,-2,21,-4
COc1ccc(-n2c(SCC(=O)Nc3ccccc3C)nc(O)c(Cc3ccccc3)c2=O)cc1,4,-2,-3,-1,-1,-14,1,2,-5,0
O=C(NCC1CCCO1)/C(=C\c1ccco1)NC(=O)c1ccc(Cl)cc1 (stereo unspecified),2,0,-49,0,2,-14,4,-1,6,-7
CC1(C)CC(=O)C(N=Nc2cc(S(=O)(=O)N3CCOCC3)ccc2Cl)=C(O)C1,2,3,x,2,-1,-7,-1,1,-7,2
COc1cc(-c2nc(S(=O)(=O)c3ccc(C)cc3)c(N(C)C)o2)cc(OC)c1OC,-10,-3,7,3,-2,-51,-7,-2,4,-1
Cc1sc2nc(CN(C(=O)NC3CCCCC3)C3CCCC3)[nH]c(=O)c2c1C,2,1,2,0,-1,7,-1,9,39,1
CC(C)N(Cc1nc(-c2ccc(Cl)cc2)no1)Cc1nccn1C,2,1,0,-2,0,-4,19,-7,-10,9
N/C(=N\OC(=O)c1cc(-c2ccccc2)nc2ccccc12)c1cccnc1,7,0,x,0,1,-9,-8,5,10,-6
Cc1ccccc1-n1c(-c2ccncc2)n[nH]c1=S,x,x,0,0,-1,x,-8,7,-2,5
O=C(O)CN1C(=O)C2C3CC(C2C1=O)C1C(c2ccc(F)cc2)c2sc(=O)[nH]c2SC31 (stereo unspecified),-1,0,1,4,1,-16,7,-9,7,-4
CC(=O)c1cccc(NC(=O)C2CCN(S(=O)(=O)c3cccs3)CC2)c1,-2,0,-4,-19,-1,-20,-10,-2,7,-4
CCOc1ccc(OCCC(=O)N(CCCOC)c2c(N)n(Cc3ccccc3)c(=O)[nH]c2=O)cc1,x,x,-5,0,1,x,-13,-8,14,-3
O=C(CC(c1ccccc1)c1cc(Br)ccc1O)N1CCCCC1 (stereo unspecified),-6,1,-3,3,x,-15,26,7,10,3
CC(=O)Nc1ccc(C(=O)N/N=C/C2CC3C=CC2C3)cc1 (stereo unspecified),6,-3,-1,6,-2,-22,16,5,-13,1
Cc1ccc(-n2c(SCC(=O)N3CCOCC3)nnc2-c2cccnc2)cc1,-6,11,3,0,-2,-34,8,-2,-29,3
O=C(NC1CCCCCC1)C(=S)NCCc1ccccc1,3,4,-4,1,-2,-21,29,-3,-23,18
COc1cccc(CNC(=O)CN(C)S(=O)(=O)c2ccc3c(c2)CC(C)N3C(C)=O)c1 (stereo unspecified),-6,-2,-5,-1,0,-10,6,2,-2,5
CCOC(=O)c1cnc(-n2nc(C)cc2C)[nH]c1=O,-10,-1,-1,1,-3,0,4,-1,4,-9
COc1ccccc1NS(=O)(=O)c1ccc(C(=O)NCC(c2ccccc2OC)N(C)C)cc1 (stereo unspecified),-4,-3,-10,0,x,-5,25,-7,-5,1
O=C(NC(=S)N1CCOCC1)c1cc2ccccc2o1,3,-2,-2,-1,4,-40,-29,-9,-74,u
O=C(CNc1ccc2ccccc2c1)N/N=C/c1ccncc1,10,-2,4,-3,1,5,5,-2,-13,-4
CCCC(=O)NCCCc1nc2ccccc2n1CCC,-4,-2,1,-4,-1,-24,-5,0,-1,-4
O=C(/C=C/c1ccccc1[N+](=O)[O-])NCCc1ccc(F)cc1,0,-2,-21,2,-3,-10,6,-9,-8,-5
Cc1ccc(C)n1-c1cc(S(=O)(=O)N2CCOCC2)ccc1N1CCCC1,-3,-1,0,0,0,11,1,-3,17,3

(listing goes on)
canonical_smiles,IEC-6 tox,HSP90 refold inh,Dyrk1A ADPGlo,GSK3B inh,GSK3 alpha inh,KLF5 inh,HSF1 activator,Platelet DG rel,aSyn 5UTR inh,HSF1 inhib
O=C(NNS(=O)(=O)c1ccc(F)cc1)c1ccccc1,-2,-3,-5,2,-1,-14,1,-2,-3,1
COC(=O)c1cccnc1-n1c(=O)c2cccnc2n(Cc2ccc([N+](=O)[O-])cc2)c1=O,-2,2,-1,2,0,8,8,2,7,-6
CCCCn1c(N)nc2ccccc21,2,1,27,-2,-2,-26,-77,2,18,-71*
Cc1ccc(N(CC(=O)NCC(O)c2ccccc2)S(=O)(=O)c2ccc(C)cc2)cc1 (stereo unspecified),1,-2,10,x,-3,11,18,0,8,-10
COC(=O)C1ON2OC(C(=O)OC)C(C(=O)OC)C2C1CC(C)=O (stereo unspecified),3,5,1,-1,-2,6,20,-14,-12,12
COc1ccc(N2C(=O)CN(Cc3cc(OC)c(OC)c(OC)c3)C2=S)cc1,-1,-2,-3,2,-3,14,-1,3,41,-4
C=CCn1c(SCC(=O)Nc2ccc3c(c2)OCO3)nc2ccccc2c1=O,-11,-4,-3,-1,-4,9,33,-7,27,1
COc1cc(S(=O)(=O)NCc2ccccc2Cl)ccc1-n1cnnn1,4,4,-4,0,-2,-18,7,3,2,13

These rows are one share of the data; count on the stated rates, not on these rows.
